# GAA inh: inhibitors of human lysosomal alpha-glucosidase | 200,000 compounds, 0.005% hits | purified human GAA, 4-MU-alpha-glucoside fluorescence | Potency, µM (highest dose often 76.9 µM), for the others: top-dose activity change, negative = inhibition, hits mostly inhibitors | P10253;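 also: plate controls were uninhibited enzyme wells for no effect and no-enzyme background for full effect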
#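 Fluorogenic assay: 4 nM human alpha-glucosidase with 400 uM 4-methylumbelliferyl-alpha-D-pyranoside in 50 mM citrate/phosphate, 0.005% Tween-20, pH 5.0, 20 min at room temperature. Compounds tested up to 77 uM; AC50 from Hill fits.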
# GAA glycogen: alters human alpha-glucosidase cleavage of glycogen; P10253; recombinant GAA, glycogen substrate, Amplex Red glucose oxidase fluorescence; Potency, µM (series often up to 76.4 µM), for inactives: at the highest dose activity change, negative = inhibition, usual class: inhibitors; 300,000 compounds, 0.38% hits;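 also: 0% = full enzyme reaction and -100% = no-enzyme basal signal; the screen sought inhibitors and activators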
#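 qHTS, 1536-well; enzyme 4 nM final; cpd up to 77 uM; substrate bovine liver glycogen 30 ug; 50 mM citrate/phosphate pH 5.0, 0.01% Tween-20; 37 C, 40 min; Amplex Red detection 45 min RT; Hill fit → AC50.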
# HttQ103 aggreg: inhibitors of mutant huntingtin aggregate formation in PC12 cells. PC12 HttQ103-GFP aggregates, Acumen cytometry, 40 h. Potency, µM (titrated, usually from 46.1 µM), inactives show top-dose activity change, negative = inhibition, hits mostly inhibitors. 220,000 compounds, 1.1% hits. AID 1688; also: % is scaled to controls: 0 for no effect and ±100 for the full control effect; nearly all actives have a fitted effect of over 60% in size
#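 Ecdysone-promoter PC12 model expressing HTT exon 1 Q103 fused to GFP, induced by tebufenozide at 100 nM final. Compounds titrated; aggregates sized 1–25 µm scored on a 488 nm laser cytometer.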
# aGlu spleen mod: lysosomal alpha-glucosidase (human) modulation; human spleen homogenate, 4-MU-alpha-glucoside fluorescence; AID 2112; 240,000 compounds, 0.006% hits; Potency, µM (highest dose often 79.9 µM), for inactives: top-dose activity change, negative = inhibition, most hits filed as inhibitors; P10253;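 also: 0% = enzyme with vehicle and -100% = no enzyme basal signal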
#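 Human spleen homogenate (1 ug) incubated with compounds and 1 mM 4-methylumbelliferyl-alpha-D-glucopyranoside in pH 5.0 citrate/phosphate buffer, 37 C, 40 min. Stopped at pH 10; 4-MU fluorescence (Ex 365/Em 440 nm); AC50 by Hill fit.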
# HTT cytoprotect: protects HTT-Q103 PC12 cells, measured by ATP | Potency, µM (titrated, usually from 56.4 µM), inactives show cytoprotection (ATP increase), most hits filed as activators | PC12 HTT-Q103 induced, cytoprotection, ATP luminescence, 40 h | 230,000 compounds, 0.14% hits;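 also: % of control where 0% means no effect; nearly all actives have a fitted effect of over 45% in size; toxic huntingtin expression switched on by the ecdysone agonist tebufenozide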
#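 Rat PC12, Q103 Htt exon1-GFP fusion, ecdysone promoter; tebufenozide inducer 100 nM final; compound titration; qHTS, 1500 cells/well; ATPlite luminescent read.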
# RGS12 GoLoco inh: inhibitors of human Gai1-RGS12 GoLoco interaction (red fluorophore). P63096. Gai1:RGS12 GoLoco peptide FP, rhodamine, 10 min. Potency, µM (doses to about 61.6 µM), inactives show at the top dose activity, negative = inhibition, hits mostly inhibitors. 230,000 compounds, 0.44% hits. AID 880; active = well fitted inhibition curve with a large enough effect, not every such curve was filed as active; inactive = no such curve, though single readings can be large or run the other way; also: % is scaled to controls: 0 for no effect and ±100 for the full control effect; nearly all actives have a fitted effect of over 30% in size; many of its hits are not listed in these tables
# Target sequence (P63096 whole entry, looked up): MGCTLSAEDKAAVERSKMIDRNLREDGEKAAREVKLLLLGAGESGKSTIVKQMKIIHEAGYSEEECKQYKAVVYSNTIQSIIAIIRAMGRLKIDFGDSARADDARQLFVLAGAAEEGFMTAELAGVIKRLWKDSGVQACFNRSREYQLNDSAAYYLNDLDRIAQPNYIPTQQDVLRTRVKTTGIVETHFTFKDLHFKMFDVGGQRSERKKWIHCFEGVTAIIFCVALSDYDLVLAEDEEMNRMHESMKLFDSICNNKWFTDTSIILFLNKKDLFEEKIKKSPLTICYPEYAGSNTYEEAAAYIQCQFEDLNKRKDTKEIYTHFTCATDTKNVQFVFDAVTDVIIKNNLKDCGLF
# IMPase Li cell: membrane-permeable IMPase blocker, potentiated with lithium; 210,000 compounds, 0.35% hits; CHO-M1 cells, IP1 TR-FRET (IP-One), carbachol + lithium; Potency, µM (top dose mostly 59.4 µM), without a hit: at the top dose activity, negative = IMPase inhibition, most hits filed as inhibitors;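 also: IP1 builds up when IMPase is blocked and the TR-FRET signal falls; plate controls were basal vehicle for no effect and high inhibitor control for full effect; nearly all actives have a fitted effect of over 50% in size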
#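 Readout is a homogeneous TR-FRET IP1 immunoassay (Ex 320, Em 665 and 620), where raised cytosolic IP1 lowers signal. Cells were CHO-M1 treated 30 min at 37C with test compounds plus a little lithium; AC50 values came from Hill-equation fitting.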
# An asterisk follows results filed as active; ? = inconclusive; / = not tested or not shown; [ ] = dose if it differs, or a comment. Unless noted, calls follow the shape of the dose curve; as a rule, active = well fitted curve in the direction sought with a large enough effect; inconclusive = small, poorly fitted or top-dose-only effect, or another doubt; inactive = no such curve, though single readings can be large; an effect the other way counts as inactive or inconclusive. Potency is read from the fitted curve at half-maximal effect. These rows are one share of the data (hit frequency here may not be typical).
# Results follow in this order: GAA inh, GAA glycogen, HttQ103 aggreg, aGlu spleen mod, HTT cytoprotect, RGS12 GoLoco inh, IMPase Li cell
- Cc1c(NS(=O)(=O)c2cccc(C(=O)NCc3ccccc3)c2)c(=O)n(-c2ccccc2)n1C
 : 2%, 0%, 18%[9.22 µM], -2%, 3%, 15%, -6%[38.3 µM]
- CS(=O)(=O)c1ccc(-c2nc(-c3ccc(F)cc3)c(-c3ccncc3)[nH]2)cc1
 : /, /, /, -4%, 7%, 8%, -11%
- C=CCN1C(=O)/C(=C\c2ccc(OC(=O)c3ccco3)c(OC)c2)SC1=S
 : -5%, -5%, 7%, -3%, -33%[inhibitor], 224%[activator], 1%
- COCc1cc(C)nc2sc(C(=O)Nc3nccs3)c(N)c12
 : ?, -8%, 10%, 3%, -18%, 14%, -23%[38.3 µM]
- Cc1nc(C(=O)Nc2ccccc2)sc1C1(C)CC(c2cccc([N+](=O)[O-])c2)=NO1 (configuration not stated)
 : /, -2%, -22%[9.22 µM], ?, 14%[10 µM], 5%, /
- Cc1ccccc1OCCN1C(=O)C(=O)c2cccc(C)c21
 : -3%, 0%, -3%, -6%, -6%[10 µM], -17%, 2%
- COc1ccccc1Oc1ccc2c(c1)C(=O)N(c1ccc(C)cc1)C2=O
 : 9%, 8%, 7%, 3%, -5%, 3%, -6%[38.3 µM]
- CC(C)(C)NC(=O)Nc1ccccc1C(N)=O
 : -6%, -2%, -10%, -6%, -9%, 7%, 18%[38.3 µM]
- OCCCN1CCN(CCOc2ccccc2-c2ccccc2)CC1
 : 1%, 5%, -10%, 0%, /, 0%, 1%
- COc1c(O)cccc1-c1nnn(CCC(=O)OCC(=O)c2ccccc2)n1
 : -6%, -10%, 3%, 1%, 3%[10 µM], 2%, -2%[38.3 µM]
- Cc1cccc(NC(=O)C2c3ccccc3C(=O)N3CCc4ccccc4C23)n1 (configuration not stated)
 : -10%, 5%, 9%, 10%, -20%, 8%, 2%[38.3 µM]
- O=C(CN1CCCC1)Nc1ccc(NC(=O)Nc2ccccc2)cc1
 : -3%, 1%, -20%, 2%, -18%, 3%, -3%[38.3 µM]
- C=CCOC(=O)c1[nH]c2c(c1C)C(=O)CC(c1ccco1)C2 (configuration not stated)
 : 1%, 3%, 14%, -17%, -44%[inhibitor], -1%, 28%[38.3 µM]
- CCNC(=O)C(CCSC)NS(=O)(=O)c1ccc(C)cc1 (configuration not stated)
 : /, 6%, -6%[9.22 µM], -7%, -17%[10 µM], 3%, /
- CN(C)/C=N/c1nc2ccc3c(c2s1)CCCC3
 : -1%, 1%, -13%[9.22 µM], -17%, -51%[inhibitor], 6%, 3%[38.3 µM]

# Results follow in this order: GAA inh, GAA glycogen, HttQ103 aggreg, aGlu spleen mod, HTT cytoprotect, RGS12 GoLoco inh, IMPase Li cell
- NC(=O)C1CCN(c2nc(-c3ccccc3)nc3ccccc23)CC1
 : -9%, -3%, -9%, -2%, -22%, 17%, 19%[38.3 µM]
- O=C1OC(c2ccc(Br)cc2)=N/C1=C\c1ccco1
 : -1%, -20%, 15%, -3%, -30%[inhibitor], 13%, -1%
- NNC(=S)Nc1c(F)cc(F)cc1Br
 : /, -30%, 0%[9.22 µM], -1%, 5%[10 µM], -7%, /
- CC(CO)(CO)N=Cc1cc(I)cc(I)c1O
 : /, /, /, /, -10%[10 µM], 0%[14.2 µM], -22%
- COc1ccc(C(=O)OCCCN(C)C)cc1OC
 : 2%, -1%, 26%, -21%, /, 1%, 3%
- CNC(=O)c1cc(S(=O)(=O)N(C)C)ccc1Cl
 : -4%, 7%, 0%, 1%, -6%[0.074 µM], 5%, 15%[38.3 µM]
- O=C(O)CCCC(=O)Nc1ccc(C(=O)N2CCCCC2)cc1
 : -2%, 8%, 7%, -8%, -19%, 4%, -10%[38.3 µM]
- COCCNC(=O)CS(=O)Cc1nc(-c2ccccc2C)oc1C (configuration not stated)
 : 1%, -15%, -2%, 1%, -17%, 3%, -1%[38.3 µM]
- Cc1ccc(OC(C)C)c(CN(CCO)CCO)c1
 : 1%, -10%, -14%, 1%, -1%, 2%, -6%[38.3 µM]
- COc1cc(C2C(C(=O)N3CCOCC3)=C(C)NC3=C2C(=O)CCC3)ccc1OC(C)=O (configuration not stated)
 : 6%, -1%, -5%, -5%, -4%[0.074 µM], -2%, 2%[38.3 µM]
- N#Cc1c(N2C(=O)Nc3ccccc3N2O)sc2c1CCCCCC2
 : -8%, -1%, 15%, 2%, /, 9%, -8%
- O=C(NCCc1cccc(F)c1)/C(=C/c1cccnc1)NC(=O)c1ccccc1
 : -3%, 14%, 16%, 6%, 10%[10 µM], 4%, 7%
- COC(=O)c1c(NC(=O)c2ccco2)sc(C)c1C
 : 2%, 12%, 28%, -1%, -10%, 12%, 27%[38.3 µM]
- CCOc1ccc(NC(=O)c2nnn(CC(=O)Nc3ccccc3OC)c2N)cc1
 : -6%, 3%, 5%, -9%, -103%[inhibitor], 2%, -2%[38.3 µM]
- CCOc1cc(/C=N/N=C2/NC(=O)C(CC(=O)O)S2)ccc1OS(=O)(=O)c1ccc(C)cc1 (configuration not stated)
 : 10%, -9%, -9%[9.22 µM], -1%, -24%, 20%, -3%

# 3 entries out of the list above, arranged by the value under RGS12 GoLoco inh, largest number first:
SMILES | GAA inh | GAA glycogen | HttQ103 aggreg | aGlu spleen mod | RGS12 GoLoco inh | IMPase Li cell
NC(=O)C1CCN(c2nc(-c3ccccc3)nc3ccccc23)CC1 | -9% | -3% | -9% | -2% | 17% | 19%[38.3 µM]
COCCNC(=O)CS(=O)Cc1nc(-c2ccccc2C)oc1C (configuration not stated) | 1% | -15% | -2% | 1% | 3% | -1%[38.3 µM]
COc1ccc(C(=O)OCCCN(C)C)cc1OC | 2% | -1% | 26% | -21% | 1% | 3%

# Three entries from above, arranged by molar mass, low to high.
# Results follow in this order: GAA inh, GAA glycogen, HttQ103 aggreg, aGlu spleen mod, HTT cytoprotect, RGS12 GoLoco inh, IMPase Li cell
- COc1ccc(C(=O)OCCCN(C)C)cc1OC
 : 2%, -1%, 26%, -21%, /, 1%, 3%
- COC(=O)c1c(NC(=O)c2ccco2)sc(C)c1C
 : 2%, 12%, 28%, -1%, -10%, 12%, 27%[38.3 µM]
- COc1cc(C2C(C(=O)N3CCOCC3)=C(C)NC3=C2C(=O)CCC3)ccc1OC(C)=O (configuration not stated)
 : 6%, -1%, -5%, -5%, -4%[0.074 µM], -2%, 2%[38.3 µM]

# More records
mol	GAA inh	GAA glycogen	HttQ103 aggreg	aGlu spleen mod	HTT cytoprotect	RGS12 GoLoco inh	IMPase Li cell
Cc1cc(SCC(=O)c2cccs2)nc2c(C)cccc12	-1%	-14%	4%	-1%	-22%	-7%	-2%[38.3 µM]
CCOc1ccccc1CNC(=O)C1CCCN(c2nc3ccccc3o2)C1 (configuration not stated)	1%	4%	5%	-6%	-16%[0.074 µM]	3%	14%[38.3 µM]
Cc1ccc2occ(/C=N/NC(N)=S)c(=O)c2c1	-9%	-29%	-13%	-6%	-1%[10 µM]	5%	-4%
Oc1cccc2cc3cccc(O)c3c(O)c12	3%	-4%	-4%	3%	6%	-2%	-2%
CCOC(=O)C1(CC2CC2)CCN(S(=O)(=O)/C=C/c2ccccc2)CC1	0%	14%	-7%[9.22 µM]	-11%	5%[10 µM]	10%	16%
CCOC(=O)C1CCN(c2nc3ccccc3nc2C(C#N)C(=O)OC(C)COC)CC1 (configuration not stated)	-4%	-4%	2%	-1%	-25%	8%	54%[activator][38.3 µM]
O=C(NCc1ccco1)c1ccc2c(=O)n(-c3ccccc3)c(=O)n(Cc3cccc(F)c3)c2c1	1%	-5%	-10%	3%	/	14%	7%
COc1cccc(Nc2nc3cc(OC)ccc3cc2C#N)c1	?	2%	19%	-1%	-9%	2%	?
O=C(CCN1C(=O)c2cccc3cccc(c23)C1=O)Nc1ccccc1	1%	2%	7%	-1%	-18%	-2%	-9%
CCCc1ccc(C(=O)O)cc1	/	/	8%	/	10%	-2%	/
O=[N+]([O-])c1ccccc1SNc1ccc(Br)cn1	1%	28%	7%	-13%	8%[10 µM]	10%	17%
CCOC(=O)c1[nH]c2ccc(C)cc2c1N=CN(CC)CC	-4%	-27%	-12%	-6%	-45%[inhibitor]	4%	2%[38.3 µM]
COc1ccc(-n2nnnc2SC(C)C(N)=O)cc1 (configuration not stated)	-6%	-16%	25%	4%	-16%	-2%	-5%[38.3 µM]
Cc1cc2c(SCc3ccccc3Cl)nc(N)nc2nc1C	/	/	/	/	-29%[10 µM]	8%[14.2 µM]	-2%
Cc1cccc(NC(=S)NCCc2ccccc2)n1	-13%	1%	-20%	4%	-28%	6%	6%
Cc1cc(N/C=C(\C#N)S(=O)(=O)c2ccccc2Cl)nc(C)n1	/	-5%	-25%[9.22 µM]	-3%	-8%[10 µM]	9%	/
COc1ccc(S(=O)(=O)N2CCCC(C(=O)Nc3cccnc3)C2)cc1Cl (configuration not stated)	-1%	-12%	?	-10%	24%[10 µM]	10%	6%
Cc1ccc(-n2ncc(C(=O)Nc3cc(Cl)ccc3Cl)c2C2CCNCC2)cc1	-7%	-15%	-16%	-4%	-27%	-3%	2%
Cc1ccc(-c2nc(N)sc2CC(=O)OCC(=O)NCCC(C)C)cc1	-8%	-16%	6%	-1%	-17%[10 µM]	28%	-4%
CCC(=O)Oc1ccc2c(c1)CCC1C2CC[C@]2(C)C(OC(=O)CC)CCC12 (some centres not stated)	/	/	/	-3%	-63%	-25%	2%

mol	GAA inh	GAA glycogen	HttQ103 aggreg	aGlu spleen mod	HTT cytoprotect	RGS12 GoLoco inh	IMPase Li cell
COCCn1c(C)cc(C(=O)CSc2nc3ccccc3s2)c1C	5%	-10%	-5%	-1%	-10%[10 µM]	36%[activator]	1%
COc1ccc(-c2nn(-c3ccccc3C)cc2CNCc2cccnc2)cc1F	-4%	12%	-7%[9.22 µM]	-1%	-12%[10 µM]	-9%	7%
CCOc1ccccc1C(=O)Nc1cc(Cl)ccc1O	3%	?	-26%	-20%	-6%	7%	26%[38.3 µM]
C=CCn1c(SCC(=O)NC(=O)NCc2ccco2)nc2sc(CC)cc2c1=O	6%	1%	-15%	-5%	-9%[10 µM]	-1%	-5%[38.3 µM]
COC(=O)c1ccc(/C=N/NC(=O)c2cccc(F)c2)cc1	7%	5%	21%	-10%	-1%[10 µM]	15%	1%

# Screening data deposited in PubChem BioAssay by National Center for Advancing Translational Sciences (NCATS).
